MOR-DOR inv ag: inverse agonists of MOR-DOR heterodimerization, primary screen, cell-based, luminescence | Mu-type opioid receptor (Homo sapiens) + Delta-type opioid receptor (Homo sapiens), … | cell-based MOR-DOR heterodimer luminescence, inverse agonism | inhibition, % at 9.3 µM | actives 0.21% (n = 340,000) | AID 504357, 2011; in the data active = inhibition above about 22%, passing the limit was not always enough;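 note: 0% = cells with DMSO and 100% = wells without cells with DMSO; values of inactives mirror those of a sister screen read the other way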
Target sequence (P35372 whole entry, looked up): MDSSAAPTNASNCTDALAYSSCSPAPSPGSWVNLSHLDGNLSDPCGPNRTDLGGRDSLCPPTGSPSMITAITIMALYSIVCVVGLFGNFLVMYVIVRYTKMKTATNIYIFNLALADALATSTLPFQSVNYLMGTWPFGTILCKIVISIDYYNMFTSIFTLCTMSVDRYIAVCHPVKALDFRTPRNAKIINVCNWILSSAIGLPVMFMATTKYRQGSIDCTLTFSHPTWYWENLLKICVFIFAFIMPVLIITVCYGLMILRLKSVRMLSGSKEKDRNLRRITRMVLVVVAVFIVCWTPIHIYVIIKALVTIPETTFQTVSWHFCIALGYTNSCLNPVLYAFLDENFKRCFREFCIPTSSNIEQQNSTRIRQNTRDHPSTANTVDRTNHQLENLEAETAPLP
Target sequence (P41143 whole entry, looked up): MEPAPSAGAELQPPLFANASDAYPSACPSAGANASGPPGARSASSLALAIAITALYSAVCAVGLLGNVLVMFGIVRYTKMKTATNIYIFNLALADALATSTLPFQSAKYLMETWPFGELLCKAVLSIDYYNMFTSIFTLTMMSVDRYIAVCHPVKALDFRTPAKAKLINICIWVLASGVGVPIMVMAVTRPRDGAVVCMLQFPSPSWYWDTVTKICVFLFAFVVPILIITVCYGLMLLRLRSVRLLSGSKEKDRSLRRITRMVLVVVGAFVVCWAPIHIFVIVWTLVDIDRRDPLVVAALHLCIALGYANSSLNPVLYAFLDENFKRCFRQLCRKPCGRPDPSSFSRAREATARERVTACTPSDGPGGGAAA
Arr AP2 block: inhibitors of beta-arrestin/AP2 binding, primary screen, biochemical, GPCR trafficking, flow cytometry | beta-arrestin 1 C-terminal peptide binding to AP2 beta2-adaptin appendage (human) | AID 504490, 2011 | inhibition, % at 10 µM | actives 0.31% (n = 340,000) | FITC-arrestin peptide / GST-AP2 beads; AP2 beta2 appendage carries R879A mutation;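 active = inhibition above a set limit, near 3 SD of compounds lacking own fluorescence, cut at about 54% in these data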;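 note: plate controls were DMSO wells for no effect and 5 µM unlabelled arrestin peptide for full effect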
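System: GST-AP2 R879A bound to glutathione beads, E. coli-expressed. Also added: 50 nM FITC-arrestin peptide. Schedule: compound with beads 12 min RT, then probe 1 h RT. Signal: bead flow cytometry, FITC channel. Read-out basis: percent response.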
Wnt bcat act: Wnt/beta-catenin pathway activators, primary screen, cell-based, plate reader, single point. Wnt/beta-catenin reporter cell assay, activator. activation, % at 9.35 µM. actives 1.2% (n = 300,000). AID 743398, 2014; in the data active = activation above about 30%, passing the limit was not always enough;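 note: 0% = neutral control wells and 100% = positive control wells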
Keap1 Nrf2 FP: Keap1-Nrf2 protein-protein interaction inhibitors, primary screen, biochemical, fluorescence polarization, single point; Kelch-like ECH-associated protein 1 (Homo sapiens), Q14145; AID 504523, 2011; inhibition, % at 9.4 µM; Keap1 Kelch-Nrf2 peptide fluorescence polarization, 1536-well; actives 0.15% (n = 340,000); in the data active = inhibition above about 12%;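 note: human Keap1 Kelch domain with fluorescein labeled Nrf2 9mer peptide probe; 0% = neutral control wells and 100% = peptide positive control; higher means more block of Keap1 binding to Nrf2 peptide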
LANA DNA inh: inhibitors of KSHV C-LANA binding to DNA, primary screen, biochemical, fluorescence polarization, FAM-LBS DNA, MBP-C-LANA, single point; Kaposi's sarcoma herpesvirus LANA C-terminal domain (residues 932-1162) DNA binding; inhibition, % at 9 µM; actives 0.078% (n = 340,000); AID 504423, 2011;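 active = highest replicate inhibition at or above 60% at 9 µM, even if other replicates fall short; inactive = all replicates below 60% inhibition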;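 note: 0% = neutral control wells and 100% = 4 µM acridine orange control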
MOR-DOR ag: agonists of OPRM1-OPRD1 heterodimerization, primary screen, cell-based, luminescence | Mu-type opioid receptor (Homo sapiens) + Delta-type opioid receptor (Homo sapiens), … | cells | activation, % at 9.3 µM | actives 0.3% (n = 340,000) | AID 504326, 2011; in the data active = activation above about 18%;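 note: 0% = vehicle-treated cells and 100% = reference agonist; values of inactives mirror those of a sister screen read the other way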
RTF Ca sens act: cardiac RTF calcium sensitivity activators, primary screen, biochemical, IANBD-TnC fluorescence, EC20 calcium | actives 0.24% (n = 340,000) | activation, % at 7.2 µM | IANBD-labeled TnC RTF fluorescence at EC20 calcium; 0% EC20 calcium, 100% full calcium | Troponin I, cardiac muscle (Homo sapiens) + Troponin T, cardiac muscle (Homo sapiens) + …;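 active = activation above the mean over all tested compounds plus 3 SD, cut at about 30% in these data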;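 note: rise in fluorescence read as greater calcium sensitivity of cardiac thin filaments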
DSG3 Ab inh: inhibitors of pemphigus antibody binding to DSG3, primary screen, biochemical, bead-based, flow cytometry, scFv-GFP; binding (percent of control), % at 10 µM; AID 588358, 2011; actives 0.48% (n = 310,000); DSG3-coupled beads, scFv-anti-DSG3-GFP binding; active compounds read low;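 active = binding more than 3 SD below its plate's average and above zero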;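 note: hits lower antibody fragment binding to DSG3; some compounds called inactive have numbers as strong as hits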
RTF Ca sens inh: cardiac RTF calcium sensitivity inhibitors, primary screen, biochemical, IANBD-TnC fluorescence, EC70 calcium. IANBD-labeled cardiac RTF, Ca2+ fluorescence. actives 0.12% (n = 340,000). inhibition, % at 7.15 µM;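 active = inhibition above the mean inhibition of all tested compounds plus 3 SD, cut at about 17% in these data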;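 note: assay run at fixed EC70 calcium of 1.6 mM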
V-ATPase pHluor: regulators of yeast V-ATPase proton pumping, primary screen, pHLuorin cytosolic pH fluorescence; S. cerevisiae; response, % at 10 µM; actives 0.37% (n = 350,000); in the data active = response mostly above about 7.3%, no sharp cut-off; inactive = mostly below about 5.4%; note: actives read high; inactives centre near 0; some compounds called inactive have numbers as strong as hits; reference of the scale not given here
Starred values were filed as active, the others as inactive; . = no result given. Rows were taken by chance. Share with any hit: about 3.1%.

SMILES | MOR-DOR inv ag | Arr AP2 block | Wnt bcat act | Keap1 Nrf2 FP | LANA DNA inh | MOR-DOR ag | RTF Ca sens act | DSG3 Ab inh | RTF Ca sens inh | V-ATPase pHluor
CCn1cc(C(=O)NC(C)C)c(=O)c2cc(F)c(N3CCN(C(=O)c4ccco4)CC3)cc21 | 8.5 | -3.9 | -0.5 | -0.3 | -0.8 | -1.7 | 2.3 | 96.5 | -3.3 | -0.3
CCOc1ccc(C(=O)OCC(=O)Nc2cc(C)on2)cc1OCC | 12.9 | 30.4 | . | 0.6 | 1.1 | -2.5 | 1.2 | 101.7 | -8.1 | -5.3
C/C(=N\NC(=S)NCCc1ccccc1)c1cccc(Br)c1 | -3.1 | 16.8 | 11.0 | 0.2 | -0.8 | 0.6 | -3.3 | 107.7 | -1.7 | -1.4
Cc1ccn2c(=O)nc(SCC(=O)NC3CCCC3)nc2c1 | 19.2 | 29.8 | -0.9 | -0.9 | 0.9 | -3.7 | -2.9 | 109.0 | -12.9 | -0.8
O=C(O)c1ccccc1-c1ccccc1C(=O)Nc1ccccc1Br | -1.1 | 2.3 | 0.7 | -4.7 | 0.5 | 0.2 | -9.1 | 108.5 | 1.3 | 0.2
Cc1cc(=O)c2cc(Br)ccc2n1CC(=O)NCc1ccccc1 | -4.0 | 21.8 | 0.3 | 2.5 | 0.8 | 0.8 | -4.0 | 105.1 | -1.5 | 6.0
COc1cc(CNC(=O)C2CC2)ccc1OCc1ccccc1 | 2.7 | 21.9 | 14.7 | 2.4 | 1.6 | -0.5 | 5.9 | 92.6 | -9.7 | 1.1
CCCCS(=O)CC(CS(=O)CCCC)OC(=O)c1ccccc1 (stereo not drawn) | 15.8 | 3.1 | -3.4 | -2.2 | -0.6 | -3.1 | -4.2 | . | -1.4 | 2.4
COc1ccc(CNC(=O)CCc2c[nH]c3ccccc23)cc1 | 16.4 | 25.6 | 2.2 | 2.1 | -1.0 | -3.1 | -0.2 | 108.0 | 3.1 | 0.3
O=C(NCc1ccccn1)c1ccc(Cl)c(S(=O)(=O)N2CCOCC2)c1 | 16.5 | -9.7 | -2.1 | 3.1 | 0.5 | -3.2 | -0.6 | 118.6 | 0.3 | 2.1
O=C(NCCOc1ccccc1)c1ccc2c(c1)S(=O)(=O)c1cc(Cl)ccc1C2=O | -31.8 | 13.6 | -2.4 | 0.3 | -7.0 | 5.5 | -10.2 | 98.2 | 5.9 | 14.9
CC(=O)c1c(C)[nH]c(C(=O)COC(=O)c2cccnc2Cl)c1C | -8.8 | 28.3 | 16.2 | 3.7 | -1.2 | 2.1 | 0.2 | 99.8 | 9.5 | -1.4
CN(CCc1ccccc1)C(=O)c1cccc(NC(=O)Cc2cccc(NC(=O)C3CCCN(C(=O)C4CCC4)C3)c2)c1 (stereo not drawn) | 10.9 | 26.9 | -3.5 | 1.3 | -1.1 | -2.3 | -9.1 | 96.0 | 0.2 | -3.4
COc1ccc(C(=O)Nc2ccc(S(=O)(=O)Nc3onc(C)c3C)cc2)cc1 | -0.1 | 8.6 | . | 0.5 | 0.4 | 0.0 | 0.2 | 102.1 | -9.4 | 4.7
Cn1nc(C(=O)NCCc2ccc(S(N)(=O)=O)cc2)c2c1-c1ccccc1S(=O)(=O)C2 | 18.0 | -12.1 | 0.3 | -2.4 | 1.4 | -3.5 | -4.5 | . | -3.4 | -1.3
CS(=O)(=O)N1CCN(c2ccc(Cl)cc2[N+](=O)[O-])CC1 | 14.0 | 13.6 | . | -0.9 | 3.2 | -3.1 | -1.3 | 102.2 | -2.2 | 0.7
CC(=O)c1c(C)nn(CC(O)COc2ccc3c(c2)CCC3)c1C (stereo not drawn) | 7.7 | 13.2 | 0.5 | -6.7 | 1.0 | -1.3 | -4.0 | 103.5 | -2.0 | -0.6
Cn1c2ccccc2c2n[nH]c(=O)nc21 | 19.3 | 9.0 | -1.8 | -4.3 | 0.7 | -3.4 | 6.0 | 105.6 | -4.3 | 0.2
O=C(CCS(=O)(=O)Cc1ccccc1)N1CCc2ccccc2C1 | 8.7 | 2.5 | . | -2.1 | 0.1 | -1.6 | -7.0 | 100.7 | -0.5 | -4.2
COc1ccc([C@H]2CC(=O)C=C(/C=C/c3ccccc3)C2)cc1 | -12.2 | -0.4 | 3.5 | -3.4 | 0.1 | 2.6 | -5.3 | 102.9 | -11.3 | 0.3
CC(Oc1ccccc1Cl)C(=O)Nc1ccc(S(=O)(=O)N2CCOCC2)cc1 (stereo not drawn) | 6.6 | 12.9 | -3.9 | -3.7 | 0.3 | -1.3 | -4.1 | 102.8 | 4.5 | -0.4

Full records from above.
COc1ccc(CNC(=O)CCc2c[nH]c3ccccc23)cc1 across the screens: MOR-DOR inv ag: 16.4; Arr AP2 block: 25.6; Wnt bcat act: 2.2; Keap1 Nrf2 FP: 2.1; LANA DNA inh: -1.0; MOR-DOR ag: -3.1; RTF Ca sens act: -0.2; DSG3 Ab inh: 108.0; RTF Ca sens inh: 3.1; V-ATPase pHluor: 0.3
CC(=O)c1c(C)nn(CC(O)COc2ccc3c(c2)CCC3)c1C (stereo not drawn) across the screens: MOR-DOR inv ag: 7.7; Arr AP2 block: 13.2; Wnt bcat act: 0.5; Keap1 Nrf2 FP: -6.7; LANA DNA inh: 1.0; MOR-DOR ag: -1.3; RTF Ca sens act: -4.0; DSG3 Ab inh: 103.5; RTF Ca sens inh: -2.0; V-ATPase pHluor: -0.6
